CASP6 VEID inh: human caspase-6 inhibitors, primary screen, biochemical, VEID-R110 fluorescence, single point, set 2; purified caspase-6, Z-VEID-R110 cleavage fluorescence; inhibition, % at 12.5 µM; actives 0.53% (n = 350,000);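 active = mean inhibition across replicates at least about 35%, with every replicate also reaching that limit, limit read from the data; inconclusive = only one of the two criteria met; inactive = neither criterion met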;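 also: 0% = median of neutral control wells and 100% = no fluorescence left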
Target sequence (P55212 24-179 limits assumed): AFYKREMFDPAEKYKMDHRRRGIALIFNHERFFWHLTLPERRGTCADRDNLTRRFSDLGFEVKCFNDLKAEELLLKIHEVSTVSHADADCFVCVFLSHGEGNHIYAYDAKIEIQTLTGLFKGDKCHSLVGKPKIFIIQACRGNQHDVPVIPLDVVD
Target sequence (P55212 194-293 limits assumed): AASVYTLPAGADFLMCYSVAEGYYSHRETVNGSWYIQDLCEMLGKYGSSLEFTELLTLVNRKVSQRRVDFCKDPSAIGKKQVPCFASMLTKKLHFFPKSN
ERAP1 HTS inh: human ERAP1 aminopeptidase inhibitors, primary screen, biochemical, single point, plate reader; inhibition, % at 10.7 µM; recombinant ERAP1, Leu-AMC fluorescence, 60 min; Endoplasmic reticulum aminopeptidase 1 (Homo sapiens), Q9NZ08; actives 0.15% (n = 340,000);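 active = mean replicate inhibition of at least 30%, or all replicates individually reaching that 30% level; inactive = mean below 30% and not every replicate reaching it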;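 also: 0% = neutral control wells and 100% = L-leucinethiol positive control wells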
miR122 inh: miR-122 Renilla sensor signal increase in Huh7, primary screen, miR-122 inhibitor project, cell-based, single point, plate reader; AID 602342, 2012; Huh7 miR-122 Renilla luciferase sensor, 48 h; neutral wells = 0, positive control = 100; actives 0.3% (n = 340,000); activation (reporter increase), % at 12.5 µM;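 active = mean replicate activation score at least 90 and every replicate individually at or above 90; inconclusive = only one of the two criteria met; inactive = neither criterion met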;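 also: higher luciferase means less miR-122 activity so hits act as miR-122 inhibitors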
DENV2 CPE rescue: inhibitors of DENV2 cytopathic effect, primary screen, cell-based, plate reader, single concentration | DENV2-infected cells, cytopathic effect rescue | CPE inhibition, % at 9.99 µM | actives 1.7% (n = 350,000) | AID 651640, 2012; in the data active = CPE inhibition above about 20%, passing the limit was not always enough; inconclusive = no clear call, values can overlap the other calls; tested in BHK-21 cells;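 also: 0% = median of neutral control wells and 100% = median of positive control wells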
SIRT5 block: SIRT5 desuccinylase inhibitors, primary screen, biochemical, fluorescence imaging, single point, set 5 | NAD-dependent protein deacylase sirtuin-5, mitochondrial (Homo sapiens), Q9NXA8 | Purified SirT5, succinyl-peptide AMC, trypsin-coupled fluorescence | inhibition, % at 15 µM | actives 1.1% (n = 330,000) | AID 652115, 2013; in the data active = inhibition above about 15%; inconclusive = no clear call, values can overlap the other calls
Target sequence (Q9NXA8 whole entry, looked up): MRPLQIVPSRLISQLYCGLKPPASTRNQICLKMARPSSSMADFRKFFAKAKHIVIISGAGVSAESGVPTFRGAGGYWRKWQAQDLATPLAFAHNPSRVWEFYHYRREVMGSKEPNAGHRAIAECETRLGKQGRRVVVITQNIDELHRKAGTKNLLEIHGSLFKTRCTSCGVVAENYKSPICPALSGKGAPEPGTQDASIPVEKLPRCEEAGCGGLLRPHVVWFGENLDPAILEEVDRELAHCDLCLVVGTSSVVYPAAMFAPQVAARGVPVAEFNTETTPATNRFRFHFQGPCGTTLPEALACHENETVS
ERp5 block: inhibitors of ERp5-driven insulin aggregation, primary screen, biochemical, turbidity, absorbance 650 nm, single point. Protein disulfide-isomerase A6 (Homo sapiens), Q15084. actives 0.05% (n = 350,000). 90 min. AID 651711, 2012. inhibition, % at 9.99 µM;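 active = mean replicate inhibition above about 25%, with every replicate also reaching it, limit read from the data, passing the limit was not always enough; inconclusive = only one of those two criteria met; inactive = neither criterion met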
Target sequence (Q15084 whole entry, looked up): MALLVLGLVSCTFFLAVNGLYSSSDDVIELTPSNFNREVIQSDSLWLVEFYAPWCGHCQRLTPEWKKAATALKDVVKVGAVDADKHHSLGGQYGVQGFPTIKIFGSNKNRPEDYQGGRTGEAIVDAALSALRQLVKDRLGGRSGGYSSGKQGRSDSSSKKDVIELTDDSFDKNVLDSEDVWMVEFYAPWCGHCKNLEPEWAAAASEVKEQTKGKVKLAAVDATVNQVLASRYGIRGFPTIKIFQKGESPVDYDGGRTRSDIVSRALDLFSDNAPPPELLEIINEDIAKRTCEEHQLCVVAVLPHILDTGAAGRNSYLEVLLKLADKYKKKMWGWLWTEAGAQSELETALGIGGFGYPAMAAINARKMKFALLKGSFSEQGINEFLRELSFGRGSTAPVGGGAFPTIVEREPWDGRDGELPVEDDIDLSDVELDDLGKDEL
CFTR F508del cor: F508del CFTR correction, initial screen, CFBE line, single point. activity (quench increase), % at 7.58 µM. CFBE cells, YFP halide quenching; stimulated with forskolin plus potentiator P3; % fluorescence drop versus neutral controls. actives 0.36% (n = 350,000);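 active = mean added fluorescence quench of at least 8% versus neutral control, with both replicates also reaching 8%; inconclusive = only one of the mean or replicate conditions met; inactive = mean below 8% and not both replicates reaching 8%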;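 also: cells transiently co-express mutant CFTR-F508del with the halide-sensitive YFP; corrector assay measuring rescue of mutant channel to the surface after 24 h compound exposure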
The depositor's hits bear a star; [ ] = another dose, or the depositor's remark.

For O=C(NCc1ccco1)c1ccc(OC2CCN(Cc3ccccn3)CC2)cc1 the results were CASP6 VEID inh -6.3, ERAP1 HTS inh -1.2, miR122 inh -3.2, DENV2 CPE rescue inconclusive, SIRT5 block -3.4, ERp5 block -1.6 and CFTR F508del cor -2.8.
For CN(c1ccccc1)S(=O)(=O)c1cccc(C(=O)N2CCCCCC2)c1 the results were CASP6 VEID inh -1.7, ERAP1 HTS inh -3.3, miR122 inh 34.6, DENV2 CPE rescue 10.8, SIRT5 block -0.5, ERp5 block 11.2 and CFTR F508del cor 1.3.
Screening COc1ccccc1NC(=O)NCc1ccc(C)n1C returned CASP6 VEID inh 4.7, ERAP1 HTS inh 5.3, miR122 inh 0.1, DENV2 CPE rescue 3.8, SIRT5 block -4.0, ERp5 block 3.4 and CFTR F508del cor -2.0.
Screening O=C(c1ccc2c(c1)OCO2)N1C[C@H]2[C@@H](c3ccccc31)[C@H](CO)N2Cc1cccnc1 returned CASP6 VEID inh 1.8, ERAP1 HTS inh -1.2, miR122 inh 11.5[16.7 µM], DENV2 CPE rescue 16.0, SIRT5 block -0.9, ERp5 block -0.4 and CFTR F508del cor 4.3.
CCOc1cccc(Oc2ccc(C(F)(F)F)cn2)c1 was read as CASP6 VEID inh 2.9, ERAP1 HTS inh 1.0, SIRT5 block -1.9 and ERp5 block -0.1.
`O=C(COC(=O)C12CC3CC(CC(Cl)(C3)C1)C2)Nc1ccc2[nH]c(=O)[nH]c2c1` gave CASP6 VEID inh -1.6, ERAP1 HTS inh 1.7, DENV2 CPE rescue 1.4, SIRT5 block 1.4, ERp5 block 2.2 and CFTR F508del cor -0.4.
For Cc1c(C)n2c(SCC(=O)N3CCCC3)nnc2[nH]c1=O the results were CASP6 VEID inh -0.9, ERAP1 HTS inh -4.6, DENV2 CPE rescue 13.9, SIRT5 block -1.8, ERp5 block 0.8 and CFTR F508del cor -0.5.
`Cc1cc(OCC(=O)NC(C)C)cc(C)c1Br` gave CASP6 VEID inh -1.7, ERAP1 HTS inh -0.7, DENV2 CPE rescue -15.4, SIRT5 block -0.5, ERp5 block 0.6 and CFTR F508del cor -1.1.
`COC(=O)c1cc(=O)n(Cc2cccs2)c(=Nc2ccc(F)cc2)s1` gave CASP6 VEID inh -0.6, ERAP1 HTS inh -3.7, DENV2 CPE rescue -2.0, SIRT5 block 0.2, ERp5 block -1.5 and CFTR F508del cor 3.4.
COc1cc(OC)cc(C(=O)NNC(=O)c2cc3ccccc3cc2O)c1 was read as CASP6 VEID inh -1.3, ERAP1 HTS inh -3.0, miR122 inh -8.3, DENV2 CPE rescue -1.6, SIRT5 block 0.5, ERp5 block -1.6 and CFTR F508del cor 6.6.
Screening Cc1cccc(NC(=O)Cn2nnc(-c3cccs3)n2)c1C returned CASP6 VEID inh -0.8, ERAP1 HTS inh 0.7, miR122 inh 6.8, SIRT5 block 24.7* and ERp5 block 6.1.
COc1ccc(NC(=O)C2=Cc3ccccc3OC2)cc1 was read as CASP6 VEID inh -1.4, ERAP1 HTS inh -1.9, miR122 inh 16.4, DENV2 CPE rescue 12.3, SIRT5 block -0.5, ERp5 block 1.0 and CFTR F508del cor 0.1.
`COc1cccc(-c2ccc3c(c2)O[C@@H](CN(C)C(=O)C2CCC2)[C@@H](C)CN([C@@H](C)CO)S3(=O)=O)c1` gave CASP6 VEID inh 1.0, ERAP1 HTS inh 1.9, miR122 inh 1.5[16.7 µM], DENV2 CPE rescue 3.5, SIRT5 block 0.3, ERp5 block 4.2 and CFTR F508del cor -5.0.
Screening COC(=O)CNC(=O)CSc1nc2sc(-c3ccccc3)cc2c(=O)n1-c1ccccc1 returned CASP6 VEID inh -0.9, ERAP1 HTS inh 4.8, miR122 inh 24.1, DENV2 CPE rescue -2.9, SIRT5 block 1.3, ERp5 block 0.0 and CFTR F508del cor -3.9.
`CCOc1ccc(NC(=O)CN(C)C(=O)CCNC(=O)c2ccccc2Cl)cc1OCC` gave CASP6 VEID inh -1.6, ERAP1 HTS inh -5.4, DENV2 CPE rescue 1.4, SIRT5 block -0.3, ERp5 block -4.4 and CFTR F508del cor 2.0.
Screening C[C@H]1CN([C@@H](C)CO)C(=O)c2cccc(NS(=O)(=O)c3cn(C)cn3)c2O[C@@H]1CN(C)C(=O)NC1CCCCC1 returned CASP6 VEID inh -3.1, ERAP1 HTS inh 4.1, miR122 inh 5.2[16.7 µM], DENV2 CPE rescue inconclusive, SIRT5 block -1.1, ERp5 block 10.9 and CFTR F508del cor -2.5.
For Cc1ccc(S(=O)(=O)N2CCOC2CNC(=O)C(=O)NCCc2c[nH]c3ccccc23)cc1 (stereo not given) the results were CASP6 VEID inh 2.4, ERAP1 HTS inh -3.0, DENV2 CPE rescue 13.2, SIRT5 block 4.1, ERp5 block -2.0 and CFTR F508del cor -0.4.
For Cc1cc(SCc2ccc(Cl)cc2)nc(=O)[nH]1 the results were CASP6 VEID inh -1.9, ERAP1 HTS inh 1.2, miR122 inh -8.4, DENV2 CPE rescue -2.4, SIRT5 block 1.4, ERp5 block -2.0 and CFTR F508del cor -0.4.
COCCN(C(=O)c1csnn1)C(C(=O)NC1CCCC1)c1ccccc1F (stereo not given) was read as CASP6 VEID inh -0.2, ERAP1 HTS inh -5.0, miR122 inh 3.2, DENV2 CPE rescue -5.6, SIRT5 block 0.8, ERp5 block 1.6 and CFTR F508del cor 1.2.
For Oc1ccccc1N1CCN(C(=S)NCc2ccccc2)CC1 the results were CASP6 VEID inh 4.8, ERAP1 HTS inh 5.1, miR122 inh 8.8, DENV2 CPE rescue 3.0, SIRT5 block -0.6, ERp5 block -0.9 and CFTR F508del cor 1.9.
CO[C@@H]1CC[C@@H]2CCN(C)C(=O)CCCN(C)C(=O)c3cccc(C#N)c3OC[C@H]1O2 was read as CASP6 VEID inh 2.8, ERAP1 HTS inh 0.3, DENV2 CPE rescue -3.8, SIRT5 block -4.8 and ERp5 block 0.5.
COc1cc2oc(=O)cc(-c3ccc(-c4ccc(CO)cc4)cc3)c2c(OC)c1OC was read as CASP6 VEID inh 2.4, miR122 inh -4.1, DENV2 CPE rescue -2.8, SIRT5 block -2.8, ERp5 block 0.9 and CFTR F508del cor -3.6.
For COC(=O)C1=C(C)N(Cc2ccccc2)C(=NCCCCO)N[C@H]1c1cccc(C(F)(F)F)c1 the results were CASP6 VEID inh 1.2, miR122 inh -6.2, DENV2 CPE rescue -5.5, ERp5 block -1.7 and CFTR F508del cor -0.3.
CC(C)NC(=O)N(C)C[C@@H]1Oc2ccc(NS(=O)(=O)c3ccc(F)cc3)cc2CC(=O)N([C@@H](C)CO)C[C@@H]1C was read as CASP6 VEID inh 6.1, ERAP1 HTS inh 1.2, miR122 inh 0.1[16.7 µM], DENV2 CPE rescue 15.8, SIRT5 block -0.1, ERp5 block -8.5 and CFTR F508del cor 2.4.
Screening Cc1ccc(NC(=O)CN2CCC(NC(=O)c3cccc(F)c3)CC2)cc1C returned CASP6 VEID inh -2.8, ERAP1 HTS inh -1.2, miR122 inh -4.1, DENV2 CPE rescue 34.2*, SIRT5 block 3.7, ERp5 block 3.7 and CFTR F508del cor -1.0.
Screening CCCCCCC(=O)Oc1ccc(N2C(=O)CCC2=O)cc1 returned CASP6 VEID inh -0.8, ERAP1 HTS inh 0.1, DENV2 CPE rescue 7.5, SIRT5 block -2.9, ERp5 block 4.6 and CFTR F508del cor -2.0.
For N=c1c2c(n(Cc3ccc(Cl)cc3)c3c1CCC3)CCC2 the results were CASP6 VEID inh -0.8, ERAP1 HTS inh 1.3, miR122 inh 0.9, DENV2 CPE rescue -1.9, SIRT5 block -0.7, ERp5 block 0.4 and CFTR F508del cor -2.5.
Screening Cc1ccc(S(=O)(=O)NC(=O)NCCCN2CCOCC2)cc1 returned CASP6 VEID inh -6.9, ERAP1 HTS inh -5.4, miR122 inh -2.2, DENV2 CPE rescue 17.3, SIRT5 block 2.5, ERp5 block 3.1 and CFTR F508del cor -3.6.
Screening CC(=O)NCC(c1cccs1)S(=O)(=O)c1ccc(F)cc1 (stereo not given) returned CASP6 VEID inh -1.6, ERAP1 HTS inh 0.0, miR122 inh -0.8, DENV2 CPE rescue -0.1, SIRT5 block 0.2, ERp5 block 1.1 and CFTR F508del cor -0.8.
`CCCCN1CC(=O)N2[C@H]3c4ccccc4OC[C@@H]3[C@H](c3ccccc3)[C@]2(C)C1=O` gave CASP6 VEID inh 1.9, miR122 inh -7.0, DENV2 CPE rescue -5.4, ERp5 block -4.8 and CFTR F508del cor 2.3.
For CC(C)(C)c1ccc(C(=O)NCC(=O)NCc2ccccn2)cc1 the results were CASP6 VEID inh -2.0, ERAP1 HTS inh 0.2, DENV2 CPE rescue -6.8, SIRT5 block 0.4, ERp5 block -0.8 and CFTR F508del cor -4.1.
`CCS(=O)(=O)NCC[C@H]1CC[C@H](NS(=O)(=O)c2cccc(F)c2)[C@H](CO)O1` gave CASP6 VEID inh -7.6, ERAP1 HTS inh -0.4, SIRT5 block 6.7, ERp5 block -4.5 and CFTR F508del cor -0.9.
COc1ccc(C(C)NC(=S)NCc2ccc(F)cc2)cc1OC (stereo not given) was read as CASP6 VEID inh 0.2, ERAP1 HTS inh 1.5, miR122 inh 10.4, DENV2 CPE rescue -4.5, SIRT5 block -10.0, ERp5 block -1.7 and CFTR F508del cor 3.0.
For Cc1ccc(-c2ccc3c(c2)O[C@H](CN(C)S(C)(=O)=O)[C@H](C)CN([C@H](C)CO)S3(=O)=O)cc1 the results were CASP6 VEID inh -1.1, ERAP1 HTS inh 0.3, miR122 inh -4.2[16.7 µM], DENV2 CPE rescue 3.9, SIRT5 block -1.8, ERp5 block -1.2 and CFTR F508del cor -3.1.
`CSc1nsc(NC(=O)Nc2ccccc2)n1` gave CASP6 VEID inh 0.8, ERAP1 HTS inh -2.6, DENV2 CPE rescue -7.7, SIRT5 block 1.1, ERp5 block 2.5 and CFTR F508del cor -2.4.
For CC(=O)NC[C@@H]1[C@H](c2ccccc2)[C@@H](CO)N1C(=O)Cc1cccnc1 the results were CASP6 VEID inh 1.6, ERAP1 HTS inh 1.9, miR122 inh -14.3[16.7 µM], DENV2 CPE rescue -1.3, SIRT5 block 0.9, ERp5 block 7.8 and CFTR F508del cor -2.0.
For CCOc1cc(CNCCCN2CCOCC2)cc(Cl)c1OCC(=O)NC(C)(C)C the results were CASP6 VEID inh -17.8, ERAP1 HTS inh 0.2, DENV2 CPE rescue 1.6, SIRT5 block -2.7, ERp5 block 0.7 and CFTR F508del cor 0.5.
Screening C[C@@H]1CN([C@@H](C)CO)C(=O)c2cc(C#CC(C)(C)O)cnc2O[C@H]1CN(C)C(=O)CN(C)C returned CASP6 VEID inh 2.2, ERAP1 HTS inh -0.6, miR122 inh -1.7[16.7 µM], DENV2 CPE rescue 8.3, SIRT5 block -8.0, ERp5 block -2.6 and CFTR F508del cor -3.0.
CNC[C@@H]1OCCCC[C@@H](C)Oc2ccc(NS(=O)(=O)c3ccc(F)cc3)cc2C(=O)N([C@H](C)CO)C[C@@H]1C was read as CASP6 VEID inh -1.6, ERAP1 HTS inh 1.5, miR122 inh 1.8[16.7 µM], DENV2 CPE rescue inconclusive, SIRT5 block -3.5, ERp5 block -1.5 and CFTR F508del cor 0.2.
CCCCc1nnc(NC(=O)C2=COCCO2)s1 was read as CASP6 VEID inh 1.3, ERAP1 HTS inh 2.0, miR122 inh 1.5, DENV2 CPE rescue -7.0, SIRT5 block -2.9, ERp5 block -1.9 and CFTR F508del cor 3.0.
COCCNC(=O)/C(C#N)=C/c1cc(C(C)C)c(OC)cc1C was read as CASP6 VEID inh -1.2, ERAP1 HTS inh 0.6, DENV2 CPE rescue -5.2, SIRT5 block -1.6, ERp5 block 1.0 and CFTR F508del cor 2.0.
